Source: PubChem BioAssay (several laboratories)
ANO1 block: inhibitors of mouse TMEM16A calcium-activated chloride channel | normalized B-score (activity score, 25-100; higher = stronger inhibition) at 10 µM | HEK293 TMEM16A/YFP iodide influx fluorescence, ionomycin | AID 588511 | 310,000 tested, 1.2% active;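 active = ratio plate-corrected score three or more library SD toward inhibition, starting fluorescence score within five deviations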;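 note: score derived from kinetic fluorescence span divided by baseline fluorescence per well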
MrgX1 antag: blocks BAM8-22 activation of human MrgX1 receptor; B-score at 10 µM; AID 588676; 310,000 tested, 1.3% active; Q96LB2; MRGX1-HEK293 calcium flux, Fluo-4, BAM8-22 antagonism; hits give low values;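 active = calcium-response B-score plate-corrected more than 3 library SD below zero, starting fluorescence within 5 deviations, no agonist response on first addition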;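 note: peak minus trough fluorescence over baseline after final BAM8-22 challenge near maximal dose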
SKKanGAS inh: inhibitors of SKKanGAS S. pyogenes growth in kanamycin (SK-promoter or general growth effect) | 300,000 tested, 1.3% active | AID 1662 | BacTiter-Glo, 6 h | inhibition, % at 7.5 µM;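 active = mean replicate score, as percent of positive control median, at least 50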;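 note: strain carries kanamycin resistance gene driven by streptokinase promoter and grows in 40 µg/ml kanamycin; loss of luminescence reflects streptokinase promoter inhibition or plain growth inhibition; 0% = median of DMSO wells and 100% = positive control at its reference dose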
TRPC4 block: blocks the mouse TRPC4 cation channel; Q9QUQ5; HEK293 TRPC4beta/mu-opioid, DAMGO-evoked Fluo4 calcium flux; hits give low values; B-score at 10 µM; 300,000 tested, 0.39% active; AID 2247;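 active = B-score over 3 SD under the library average, no early fluorescence shift, positive overall ratio signal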
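test system = HEK293 cells with stable TRPC4beta plus mu-opioid receptor expression | detection = Fluo4 Ca2+ flux fluorescence | read-out = integrated fluorescence ratio relative to baseline, converted to per-well B score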
TRPC4 potent: allosteric potentiators of mouse TRPC4 channel; Q9QUQ5; HEK293 TRPC4beta/mu-opioid, DAMGO EC20, Fluo-4 Ca2+ flux; hits give high values; B-score at 10 µM; 310,000 tested, 0.42% active;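 active = B-score of calcium response area above 5 SD of library B-scores, with initial fluorescence ratio within 5 SD of library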;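 note: B-score of integrated fluorescence ratio over time as area under calcium response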
MrgX1 PAM: allosterically activates human MrgX1 receptor signaling. Q96LB2. MrgX1-HEK293, Fluo-4 calcium flux, FDSS; hits give high values. B-score at 10 µM. 310,000 tested, 0.63% active. AID 588675;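 active = plate-corrected calcium response at least 3 library SD above typical, normal starting fluorescence, not activating the receptor alone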;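 note: compound read alongside a low EC10 to EC30 dose of BAM8-22 agonist; peak minus trough fluorescence over baseline measured at the second addition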
TRPC6 inh: mouse TRPC6 channel inhibition; B-score at 10 µM; 310,000 tested, 1.1% active; HEK293-TRPC6, membrane potential dye, ACh-evoked depolarization; hits give low values; AID 2553; Q61143;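 active = B-score under library mean minus 3 SD, initial fluorescence not abnormally high, positive integrated signal ratio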;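 note: B-score derived from integrated fluorescence ratio over the kinetic read; more negative B-score means stronger inhibition of depolarization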
Target sequence (Q61143 whole entry, looked up): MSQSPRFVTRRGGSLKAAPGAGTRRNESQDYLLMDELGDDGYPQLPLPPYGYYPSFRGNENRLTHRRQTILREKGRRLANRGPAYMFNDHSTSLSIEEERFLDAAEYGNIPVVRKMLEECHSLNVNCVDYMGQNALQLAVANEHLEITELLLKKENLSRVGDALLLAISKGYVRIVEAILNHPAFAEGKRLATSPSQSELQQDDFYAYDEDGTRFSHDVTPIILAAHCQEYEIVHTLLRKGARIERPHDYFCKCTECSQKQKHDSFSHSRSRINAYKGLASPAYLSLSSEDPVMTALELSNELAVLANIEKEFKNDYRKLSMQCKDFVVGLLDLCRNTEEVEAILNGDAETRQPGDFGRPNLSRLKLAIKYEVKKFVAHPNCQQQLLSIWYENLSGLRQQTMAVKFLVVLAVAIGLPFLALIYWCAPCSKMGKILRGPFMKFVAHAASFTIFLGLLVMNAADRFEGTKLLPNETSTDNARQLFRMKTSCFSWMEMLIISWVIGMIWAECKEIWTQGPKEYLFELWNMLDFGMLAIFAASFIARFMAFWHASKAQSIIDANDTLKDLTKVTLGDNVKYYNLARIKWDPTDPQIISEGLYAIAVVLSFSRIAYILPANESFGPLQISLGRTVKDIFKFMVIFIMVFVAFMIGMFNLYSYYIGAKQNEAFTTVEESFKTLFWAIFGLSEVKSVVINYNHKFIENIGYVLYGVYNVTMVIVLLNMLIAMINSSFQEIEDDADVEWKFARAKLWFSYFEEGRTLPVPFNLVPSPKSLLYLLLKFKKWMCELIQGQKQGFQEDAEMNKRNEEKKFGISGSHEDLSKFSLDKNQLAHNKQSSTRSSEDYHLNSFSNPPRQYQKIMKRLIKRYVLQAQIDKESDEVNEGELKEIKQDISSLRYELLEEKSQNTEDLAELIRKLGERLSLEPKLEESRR
TRPC6 act: mouse TRPC6 channel activation | HEK293-TRPC6 membrane potential dye fluorescence; hits give high values | B-score at 10 µM | 310,000 tested, 0.13% active | AID 2550;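 active = B-score of the integrated fluorescence ratio above library mean plus 3 SD, and starting fluorescence ratio within library mean plus 5 SD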;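 note: higher score means more depolarization so channel activation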
MrgX1 agonist: activates human MrgX1 receptor signaling; Q96LB2; MrgX1-HEK293 cells, Fluo-4 calcium fluorescence, agonist mode; hits give high values; B-score at 10 µM; 310,000 tested, 0.44% active;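 active = calcium response B-score plate-corrected fluorescence ratio at least 3 library SD, with starting fluorescence B-score inside 5 SD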
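Material: HEK293 cells stably expressing human MrgX1 receptor | Quantity: 15,000 cells per well | Times: Cells plated overnight, dye loaded 0.5 h 37 °C, 0.5 h room temperature | Measured by: Kinetic Fluo-4 NW fluorescence of intracellular calcium | Control set: Positive and negative controls per plate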
TRPC4 act: opens the mouse TRPC4 cation channel; Q9QUQ5; HEK293 TRPC4beta/mu-opioid, Fluo4 calcium fluorescence; hits give high values; B-score at 10 µM; 310,000 tested, 0.49% active; AID 2237;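 active = B-score above 5 SD of library B-scores, and initial fluorescence ratio not above library mean plus 5 SD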;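 note: positive B-score marks a calcium rise read as TRPC4 activation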
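Assay system – TRPC4beta and mu-opioid receptor HEK293 stable cells · Measured by – Fluo4 fluorescence, kinetic · Schedule – dye loading 45 min room temperature, 110 s kinetic read · Read-out – B-scored integrated calcium fluorescence ratio · Controls – buffer and maximal DAMGO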
TMEM16A act: activators or potentiators of mouse TMEM16A chloride channel | HEK293 TMEM16A/YFP-H148Q/I152L, iodide quench fluorescence; hits give low values | B-score at 10 µM | AID 623877 | 340,000 tested, 0.3% active;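 active = fluorescence-ratio B-score plate-corrected deviation score at least 3 library SD below zero, with starting fluorescence score within 5 deviations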;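 note: channel opened by trigger with iodide after compound preincubation; score built on the fluorescence ratio of max minus min over baseline; more negative score means more quench and so TMEM16A activation or potentiation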
Active calls of the source: *; i = inactive; . = no result given.

No.	molecule	ANO1 block	MrgX1 antag	SKKanGAS inh	TRPC4 block	TRPC4 potent	MrgX1 PAM	TRPC6 inh	TRPC6 act	MrgX1 agonist	TRPC4 act	TMEM16A act
1	CS(=O)(=O)c1ccc(Cl)c(NC(=O)COC(=O)CCCN2C(=O)c3cccc4cccc(c34)C2=O)c1	i	i	14	i	i	i	i	i	i	i	i
2	Cc1cccc(OC(=O)c2cccnc2)c1	i	i	1	i	i	i	i	i	i	i	i
3	Cc1c(C)c2ccc(OS(C)(=O)=O)cc2oc1=O	i	i	-17	i	i	i	i	i	i	i	i
4	COC(=O)C1CCCCN1C(=O)c1ccc2oc(C(C)C)nc2c1 (centres undefined)	i	i	-10	i	i	i	i	i	i	i	i
5	NC(=O)CSc1nnc(NC(=O)c2ccc(Br)o2)s1	i	i	17	i	i	i	i	i	i	i	i
6	CN1CCN(C(=O)c2ccc(N(Cc3ccc(Cl)cc3)S(C)(=O)=O)cc2)CC1	i	i	-7	i	i	i	i	i	i	i	i
7	Cc1[nH]c(=O)[nH]c(=O)c1S(=O)(=O)NCCOC12CC3CC(CC(C3)C1)C2	i	i	6	i	i	i	i	i	i	i	i
8	CC1Cc2ccccc2N1C(=O)c1ccc2c(c1)OCO2 (centres undefined)	i	i	6	i	i	i	i	i	i	i	i
9	CC1(c2ccc(Cl)cc2Cl)NC(=O)N(CC(=O)Nc2ccc3[nH]c(=O)[nH]c3c2)C1=O (centres undefined)	i	i	1	i	i	i	i	i	i	i	i
10	CN(C)CCCNc1oc(-c2ccc(Cl)cc2)nc1C#N	i	i	0	i	i	i	i	i	i	i	i
11	O=C(Nc1ccc(F)c(F)c1)c1oc2ccccc2c1NC(=O)C1CCCO1 (centres undefined)	i	i	.	i	i	i	i	i	i	i	i
12	O=S1(=O)C=CC(Sc2nc3ccccc3[nH]2)C1 (centres undefined)	i	i	0	i	i	i	i	i	i	i	i
13	COc1cc(CNCc2ccc(SC)cc2)cc(OC)c1	i	i	-3	i	i	i	i	i	i	i	i
14	N#Cc1ccc(NC(=O)CCc2nc3ccccc3s2)cc1	i	i	-6	i	i	i	i	i	i	i	i
15	COc1ccc(/C=C/c2nnc(NC(=O)C(C)C)s2)cc1	i	i	9	i	i	i	i	i	i	i	i
16	CCN=C(Nc1cccc(F)c1)SC1CC(=O)N(c2ccc(OC)cc2)C1=O (centres undefined)	i	i	9	i	i	i	i	i	i	i	i
17	CC(C)NC(=O)NS(=O)(=O)c1cnccc1N1CCCCC1	i	i	5	i	i	i	i	i	i	i	i
18	c1ccc(CCc2cn(C[C@H]3CC[C@@H]([C@@H]4CC[C@H](Cn5cc(CCc6ccccc6)nn5)O4)O3)nn2)cc1	i	i	0	i	i	i	i	i	i	i	i
19	Cc1ccccc1Oc1ccccc1N	i	i	-13	i	i	i	i	i	i	i	i
20	Cc1ccc(-n2nnnc2SCC(=O)Nc2cccc(NC(=O)c3ccco3)c2)cc1C	i	i	35	i	i	i	i	i	i	i	i
21	CC1CCN(CCNC(=O)C2CCCN(S(=O)(=O)c3cccc4nsnc34)C2)CC1 (centres undefined)	i	i	0	i	12*	i	i	i	i	i	i
22	O=C1[C@@H]2CSCN2C(=O)CN1Cc1cccc(C(F)(F)F)c1	i	i	5	i	i	i	i	i	i	i	i
23	CCCCN(CC)Cc1ccc(CNC(=O)Nc2ccc(OCC)cc2)o1	i	i	2	i	i	i	i	i	i	i	i
24	Cc1cc(F)c(F)c(C(=O)N2CCN(C)CC2)c1Cl	i	i	-2	i	i	i	i	i	i	i	i
25	COC(=O)CCNc1n[nH]c(=O)[nH]c1=O	i	i	4	i	i	i	i	i	i	i	i
26	CCOc1ccccc1NC(=O)CN1C(=O)COc2ccc(C)cc21	i	i	-6	i	i	i	i	i	i	i	i
27	CC1CCN(C2CCN(C(=O)c3ccccc3F)CC2)CC1	i	i	0	i	i	i	i	i	i	i	i
28	Cc1ccc(N2CC(C(=O)Nc3cc(C)on3)CC2=O)cc1 (centres undefined)	i	i	-3	i	i	i	i	i	i	i	i
29	Cc1cc(C)nc(NC(=NCCc2c[nH]c3ccccc23)NC(=O)C(C)(C)C)n1	i	i	30	i	i	i	i	i	i	i	i
30	O=C(O)CCC(=O)Nc1ccc(NC(=O)c2ccc(Cl)cc2Cl)c(Cl)c1	i	i	-6	i	i	i	i	i	i	i	i
31	COc1ccc(C2C=C(C34CC5CC(CC(C5)C3)C4)NC(=S)N2)cc1 (centres undefined)	i	i	12	i	i	i	i	i	i	i	i
32	COC(=O)c1cn(NC(=O)CCC2CCCC2)c(=O)c2ccccc12	i	i	0	i	i	i	i	i	i	i	i
33	Cc1ccc(C(=O)Nc2ccncc2)cc1[N+](=O)[O-]	i	i	5	i	i	i	i	i	i	i	i
34	CCn1c(/C=C/c2ccccc2F)nc2ccccc2c1=O	i	i	-2	i	i	i	i	i	i	i	i
35	Cc1cnn(-c2ccc3nnc(-c4ccc(Br)cc4)n3n2)c1	i	i	8	i	i	i	i	i	i	i	i
36	CCC(=O)c1ccc(OCCn2cnc3ccccc32)cc1	i	i	-12	i	i	i	i	i	i	i	i
37	Cc1ccc(NC(=O)[C@@H]2CCC(=O)N2C2OC(=O)c3ccccc32)cc1Cl (some centres undefined)	i	i	-2	i	i	i	i	i	i	i	i
38	NC(=O)c1nsc(C(=O)N(Cc2ccco2)C(C(=O)NCc2ccc(F)cc2)c2ccc(O)cc2)c1N (centres undefined)	i	i	7	-6*	i	i	i	i	i	i	i
39	COc1ccc(CNc2nc(NCc3ccc(OC)cc3)n(C(=O)c3ccncc3)n2)cc1	i	i	2	i	i	i	i	i	i	i	i
40	COc1ccc(CCNC(=O)C(=O)NCc2ccc(C)cc2)cc1OC	i	i	-9	i	i	i	i	i	i	i	i

Whole records from above. Order of screens: ANO1 block | MrgX1 antag | SKKanGAS inh | TRPC4 block | TRPC4 potent | MrgX1 PAM | TRPC6 inh | TRPC6 act | MrgX1 agonist | TRPC4 act | TMEM16A act
Results for CCC(=O)c1ccc(OCCn2cnc3ccccc32)cc1 = i | i | -12 | i | i | i | i | i | i | i | i
Results for COc1ccc(CNc2nc(NCc3ccc(OC)cc3)n(C(=O)c3ccncc3)n2)cc1 = i | i | 2 | i | i | i | i | i | i | i | i

Next entries
No.	molecule	ANO1 block	MrgX1 antag	SKKanGAS inh	TRPC4 block	TRPC4 potent	MrgX1 PAM	TRPC6 inh	TRPC6 act	MrgX1 agonist	TRPC4 act	TMEM16A act
41	O=C(NC1(C(F)(F)F)C(=O)Nc2c1c(=O)[nH]c(=O)n2-c1ccccc1)c1cccnc1 (centres undefined)	i	i	.	.	.	i	.	.	i	.	i
42	Cc1cccc(OCC(=O)NC(=S)Nc2ccccc2N2CCOCC2)c1C	i	i	-6	i	i	i	i	i	i	i	i
43	O=C(c1c[nH]c2ccccc12)N1CCOCC1	i	i	1	i	i	i	i	i	i	i	i
44	O=C(Nc1cccc(-c2ccc(F)cc2)c1)C1CCCN(C(=O)c2cscn2)C1 (centres undefined)	i	i	-1	i	i	i	i	i	i	i	i
45	CCN1CCN(C(=S)c2ccc(Cl)cc2)CC1	i	i	2	i	i	i	i	i	i	i	i
46	Cc1ccc(Nc2nc(COC(=O)COc3ccc(C=O)cc3)cs2)cc1	i	i	1	i	i	i	i	i	i	i	i
47	Cc1cc2oc(C(=O)NC3CCS(=O)(=O)C3)c(C)c2cc1C (centres undefined)	i	i	-4	i	i	i	i	i	i	i	i
48	NC(=O)C1(N2CCCCC2)CCN(Cc2ccc(Br)cc2)CC1	i	i	-3	i	i	i	i	i	i	i	i
49	O=C(C1CCCN(c2ncnc3c2nc2n3CCCCC2)C1)N1CCN(c2cccc(Cl)c2)CC1 (centres undefined)	i	i	19	i	i	i	i	i	i	i	i
50	COc1ccc(CC(=O)Nc2cc(C)c3c(=O)oc4ccccc4c3n2)cc1	i	i	2	i	i	i	i	i	i	i	i
51	CN(C)CCSc1nnc(-c2ccccc2)o1	i	i	6	i	i	i	i	i	i	i	i
52	CCOc1ccc(NC(=O)C2CC(=O)OC2c2ccccc2)cc1 (centres undefined)	i	i	-9	i	i	i	i	i	i	i	i
53	CC(C)CNC(=O)COCc1cc(-c2ccc3c(c2)OCO3)on1	i	i	-5	i	i	i	i	i	i	i	i
54	Brc1ccc(-c2nnc(-c3ccc4c(c3)OCO4)o2)o1	i	i	1	i	i	i	i	i	i	i	i
55	c1ccc(-c2cn(-c3ccccc3)c3[n+]2CCCS3)cc1	i	i	2	i	i	i	i	i	i	i	i
56	N#CCC1c2ccccc2CCN1C(=O)Nc1ccc(C(F)(F)F)cc1 (centres undefined)	i	i	2	i	i	i	i	i	i	i	i
57	Cc1ccc(C)c(SCC(=O)NNC(=O)c2csc(N3CCOCC3)n2)c1	i	i	5	i	i	i	i	i	i	i	i
58	CC(=O)c1ccc(S(=O)(=O)NC2CC2)cc1	i	i	2	i	i	i	i	i	i	i	i
59	O=C(c1ccccc1Cl)N1CCC(n2cccc2)CC1	i	i	8	i	i	i	i	i	i	i	i
60	CC(C)c1ccccc1NC(=S)N1CCN(S(=O)(=O)c2cccs2)CC1	i	i	2	i	i	i	i	i	i	i	i
61	CCc1cccc(CC)c1NC(=O)Cn1c(-c2ccc(F)cc2)noc1=O	i	i	3	i	i	i	i	i	i	i	i
62	C=CCn1c(NC(=O)c2ccc(C)cc2)c(C#N)sc1=N	i	i	.	.	.	i	.	.	i	.	i
63	CCN(CC)S(=O)(=O)c1ccc2c(c1)N(CC(=O)NCCN1CCOCC1)C(=O)CO2	i	i	-1	i	i	i	i	i	i	i	i
64	CCCCNC(=O)Nc1nnc(-c2ccc(Cl)cc2)o1	i	i	-4	i	i	i	i	i	i	i	i
65	COc1ccccc1NC(=O)c1ccc[n+]([O-])c1	i	i	-3	i	i	i	i	i	i	i	i
66	Cc1ccc(OCc2ccc(C(=O)N3CCOCC3)cc2)cc1C	i	i	3	i	i	i	i	i	i	i	i
67	COc1ccc(C(C)(C)C)cc1NC(=O)c1cncc(Br)c1	i	i	-12	i	i	i	i	i	i	i	i
68	CSc1ccc(S(=O)(=O)NCCCOC(C)C)cc1	i	i	1	i	i	i	i	i	i	i	i
